GLS inhibitor: inhibitors of human glutaminase (GLS); O94925; GLS enzymatic activity, qHTS titration; Potency, µM (top dose mostly 45.5 µM), for the others: top-dose activity change, negative = inhibition, actives largely listed as inhibitors; actives 0.21% (n = 410,000); also: potency is read from the fitted curve at half-maximal effect; % is scaled to controls: 0 for no effect and ±100 for the full control effect
Target sequence (O94925 whole entry, looked up): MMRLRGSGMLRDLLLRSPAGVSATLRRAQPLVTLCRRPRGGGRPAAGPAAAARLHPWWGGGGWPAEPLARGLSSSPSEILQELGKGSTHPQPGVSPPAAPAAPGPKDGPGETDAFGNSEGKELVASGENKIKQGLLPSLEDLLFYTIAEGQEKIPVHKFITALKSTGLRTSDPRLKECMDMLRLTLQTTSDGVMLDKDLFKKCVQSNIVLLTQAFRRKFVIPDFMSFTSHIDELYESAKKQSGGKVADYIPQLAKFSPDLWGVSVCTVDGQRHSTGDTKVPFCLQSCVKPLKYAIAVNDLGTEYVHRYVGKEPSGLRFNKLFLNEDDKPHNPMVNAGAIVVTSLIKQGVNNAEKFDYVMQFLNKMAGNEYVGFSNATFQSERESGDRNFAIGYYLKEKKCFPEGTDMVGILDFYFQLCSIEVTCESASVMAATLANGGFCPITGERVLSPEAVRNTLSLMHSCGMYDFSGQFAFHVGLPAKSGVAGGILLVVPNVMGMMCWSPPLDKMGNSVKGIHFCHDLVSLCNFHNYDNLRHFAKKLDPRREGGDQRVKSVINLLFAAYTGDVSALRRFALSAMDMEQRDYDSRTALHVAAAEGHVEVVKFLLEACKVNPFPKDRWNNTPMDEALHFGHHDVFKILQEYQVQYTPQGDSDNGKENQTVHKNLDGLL
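Glutamate formation by hKGA was monitored fluorometrically using coupled glutamate oxidase, HRP and Amplex Red. Substrate was added as 1 mM L-glutamine solution; incubation was 30 min at RT after an initial read.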
JMJD2A Tudor: JMJD2A Tudor domain (human) inhibition | AlphaScreen JMJD2A-Tudor / H3K4me3 peptide binding | Potency, µM (titrated, usually from 114 µM), for inactives: top-dose activity change, negative = inhibition, most hits filed as inhibitors | actives 4.4% (n = 390,000); also: potency is read from the fitted curve at half-maximal effect; % is scaled to controls: 0 for no effect and ±100 for the full control effect; nearly all actives have a fitted effect of over 50% in size
HP1b chromo inh: HP1-beta chromodomain-methylated histone interaction inhibition. actives 0.56% (n = 390,000). AID 540317. AlphaScreen HP1-beta / biotin-H3K9me3 peptide binding. Potency, µM (titrated, usually from 114 µM), without a hit: top-dose activity change, negative = inhibition, usual class: inhibitors. P83916; also: potency is read from the fitted curve at half-maximal effect; nearly all actives have a fitted effect of over 70% in size; inactives centre near 23
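AlphaScreen: HP1-beta (50 nM) preformed 30 min with biotin-H3(1-18)K9me3 peptide (50 nM) in PBS pH 7.4, 0.01% Tween-20. Compound added for 30 min at RT, then streptavidin donor/nickel chelate acceptor beads (10 ug/mL) for 30 min.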
PI4K2A inh: inhibitors of human PI4K2A. Q9BTU6. purified PI4K2A, ADP-Glo luminescence, 1 h; hits give low values. activity change, negative = inhibition, % at 76.9 µM. actives 0.13% (n = 420,000). AID 1346378; in the data active = activity change below about -50%; inconclusive = mostly about -30% to -49%;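 also: -100% = wells without enzyme as full effect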
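In this quantitative HTS, ADP production by PI4K2A was quantified luminescently after 1 h at ambient temperature; 100 microM adenosine served as plate-quality control.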
Pin1 inh: human Pin1 inhibition | Q13526 | Pin1 FP peptide displacement, HiFluor488, 10 min | Potency, µM (highest dose often 115 µM), inactives show top-dose activity, negative = inhibition, most hits filed as inhibitors | actives 0.009% (n = 390,000) | AID 504891; active = well fitted inhibition curve with a large enough effect in the polarisation, with a control signal flat, not every such curve was filed as active; inconclusive = small, poorly fitted or top-dose-only effect, or effect the other way, or a change in a side signal; inactive = no such curve, though single readings can be large or run the other way; the % refers to the polarisation; also: potency is read from the fitted curve at half-maximal effect; % is scaled to controls: 0 for no effect and ±100 for the full control effect
G9a inh: G9a (human) methyltransferase inhibition. G9a H3K9 monomethylation, AlphaScreen, 2 h. Potency, µM (series often up to 102 µM), for inactives: top-dose activity, negative = inhibition, usual class: inhibitors. actives 8.8% (n = 350,000); also: potency is read from the fitted curve at half-maximal effect; % is scaled to controls: 0 for no effect and ±100 for the full control effect; nearly all actives have a fitted effect of over 75% in size
Target sequence (Q96KQ7 913-1193 limits assumed): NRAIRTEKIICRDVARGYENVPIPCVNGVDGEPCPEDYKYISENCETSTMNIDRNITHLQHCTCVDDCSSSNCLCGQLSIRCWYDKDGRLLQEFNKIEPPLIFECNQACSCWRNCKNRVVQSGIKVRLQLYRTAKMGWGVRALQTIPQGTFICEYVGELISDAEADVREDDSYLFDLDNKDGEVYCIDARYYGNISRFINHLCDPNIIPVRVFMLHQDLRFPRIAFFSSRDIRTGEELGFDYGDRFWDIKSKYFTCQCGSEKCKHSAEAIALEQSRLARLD
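G9a (20 nM) was preincubated 15 min with compound, then reacted 2 h at room temperature with 500 nM biotin-H3K9 peptide and 20 µM SAM. Monomethyl-H3K9 detected by AlphaScreen using anti-H3K9me1 antibody.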
POLH inh: DNA polymerase eta (human) inhibition | recombinant Pol eta, fluorescent DNA replication assay | Potency, µM (doses to about 114 µM), for the others: at the highest dose activity change, negative = inhibition, most hits filed as inhibitors | actives 1.2% (n = 390,000); also: potency is read from the fitted curve at half-maximal effect; % is scaled to controls: 0 for no effect and ±100 for the full control effect
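Pol eta at 10 nM preincubated with compounds 15 min at room temperature; reaction started with fluorescent substrate (50 nM final) and read kinetically at 0 and 10 min.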
BAZ2B block: blocks human BAZ2B; Potency, µM (doses to about 114 µM), inactives show top-dose activity change, negative = inhibition, most hits filed as inhibitors; AlphaScreen BAZ2B-H3K14Ac peptide displacement; actives 4.4% (n = 360,000); Q9UIF8; also: potency is read from the fitted curve at half-maximal effect; % is scaled to controls: 0 for no effect and ±100 for the full control effect; nearly all actives have a fitted effect of over 60% in size
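In this displacement format the biotinylated H3(5-23) peptide acetylated at Lys14 serves as ligand at 50 nM, with BAZ2B at 50 nM in PBS pH 7.4 containing 0.01% Tween-20. Donor and acceptor beads are 10 ug/mL final.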
PGK inhibitor: inhibitors of T. brucei phosphoglycerate kinase | actives 0.043% (n = 380,000) | AID 602233 | Potency, µM (doses to about 57.5 µM), inactives show at the top dose activity change, negative = inhibition, hits mostly inhibitors | P07378 | PGK/GAPDH coupled, Kinase-Glo luminescence, 60 min; also: potency is read from the fitted curve at half-maximal effect; % is scaled to controls: 0 for no effect and ±100 for the full control effect; nearly all actives have a fitted effect of over 60% in size
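Recombinant glycosomal PGK reaction used 1,3-bisphosphoglycerate generated in-well by GAPDH (100nM final) in 100mM TEA pH 7.6, 5mM MgCl2, 0.01% Tween-20. After 60 minutes at room temperature, ATP was read by Kinase-Glo Plus luminescence end-point.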
Active calls of the source: *; [ ] = another dose, or the depositor's remark. Unless noted, calls follow the shape of the dose curve; as a rule, active = well fitted curve in the direction sought with a large enough effect; inconclusive = small, poorly fitted or top-dose-only effect, or another doubt; inactive = no such curve, though single readings can be large; an effect the other way counts as inactive or inconclusive. The list is partial; the hit share may differ from the screen's.

O=C1C=C(c2ccc3[nH]ccc3c2)CCC1 was read as GLS inhibitor 3%, JMJD2A Tudor -15%, HP1b chromo inh 26%, PI4K2A inh -4, Pin1 inh 0%, POLH inh -7% and PGK inhibitor inactive.
Screening CCc1ccc2c(c1)NC(c1ccc(OC)cc1)=NC(c1ccncc1)=N2 returned GLS inhibitor 4%, JMJD2A Tudor 50µM*, HP1b chromo inh inconclusive, PI4K2A inh 8, Pin1 inh -3%, G9a inh -8%[59 µM] and BAZ2B block inconclusive.
`O=C(NCC1CCCO1)c1ccc(Br)s1` (centres undefined) gave GLS inhibitor 0%, JMJD2A Tudor -1%, HP1b chromo inh 59%[activator], PI4K2A inh 4, Pin1 inh 7%, G9a inh 8%, POLH inh -13%, BAZ2B block 2% and PGK inhibitor 10%.
Screening CC(Oc1ccccc1)C(=O)N1CCN(c2ccc(N3CCOCC3)nn2)CC1 (centres undefined) returned GLS inhibitor 10%, JMJD2A Tudor -13%, HP1b chromo inh 12%, PI4K2A inh 2, Pin1 inh 3%, G9a inh -34%, POLH inh -6%, BAZ2B block 12% and PGK inhibitor 11%.
O=C(CCCN1C(=O)/C(=C/c2cccs2)SC1=S)Nc1ccccn1 was read as GLS inhibitor -9%, JMJD2A Tudor inconclusive, HP1b chromo inh inconclusive, PI4K2A inh 8, Pin1 inh 4%, G9a inh inconclusive, POLH inh -19%, BAZ2B block inconclusive and PGK inhibitor -8%.
For Cc1ccccc1NS(=O)(=O)c1ccc2c(c1)n(C)c(=O)n2C the results were GLS inhibitor 0%, JMJD2A Tudor -21%, HP1b chromo inh 28%, PI4K2A inh 3, Pin1 inh 0%, G9a inh 5%, POLH inh -18%, BAZ2B block inconclusive and PGK inhibitor -10%.
CC(Oc1ccc(F)cc1)C(=O)Nc1ccc(N2CCOCC2)cc1N1CCOCC1 (centres undefined) was read as GLS inhibitor 11%, JMJD2A Tudor -16%, HP1b chromo inh 4%, PI4K2A inh 0, Pin1 inh -3%, G9a inh 56µM*, POLH inh -15%, BAZ2B block -34% and PGK inhibitor -2%.
`Cc1cccc(NC(=O)CSc2nc3ccccc3o2)c1` gave GLS inhibitor -10%, JMJD2A Tudor 7%, HP1b chromo inh 67%[activator], PI4K2A inh -3, Pin1 inh -6%, G9a inh 11%, POLH inh -21%, BAZ2B block 15% and PGK inhibitor -7%.
For CC(C)c1cc(CN2CCOCC2)cc(C(C)C)c1O the results were GLS inhibitor 20%, JMJD2A Tudor -4%, HP1b chromo inh 44%[activator], PI4K2A inh 3, Pin1 inh 3%, G9a inh inconclusive, POLH inh -7%, BAZ2B block -16% and PGK inhibitor -11%.
`Brc1ccc(CN2CCc3nc(N4CCN(c5ncccn5)CC4)ncc3C2)cc1` gave GLS inhibitor -1%, JMJD2A Tudor 45µM*, HP1b chromo inh -32%, PI4K2A inh 1, Pin1 inh 19%, G9a inh inconclusive, POLH inh -9%, BAZ2B block 50µM* and PGK inhibitor -3%.
`COc1ccc(-n2c(SCC(=O)N3CCOCC3)nc3ccccc3c2=O)cc1` gave GLS inhibitor 3%, JMJD2A Tudor -17%, HP1b chromo inh 15%, PI4K2A inh 0, Pin1 inh -10%, G9a inh 7%, POLH inh -17%, BAZ2B block -14% and PGK inhibitor -8%.
For CCNS(=O)(=O)c1ccc(CCC(N)=O)cc1 the results were GLS inhibitor 5%, JMJD2A Tudor -9%, HP1b chromo inh 15%, PI4K2A inh -5, Pin1 inh 4%, G9a inh 2%, POLH inh -12%, BAZ2B block -4% and PGK inhibitor 3%.

Continued (four carried over from the part before).
For CC(C)c1cc(CN2CCOCC2)cc(C(C)C)c1O the results were GLS inhibitor 20%, JMJD2A Tudor -4%, HP1b chromo inh 44%[activator], PI4K2A inh 3, Pin1 inh 3%, G9a inh inconclusive, POLH inh -7%, BAZ2B block -16% and PGK inhibitor -11%.
`Brc1ccc(CN2CCc3nc(N4CCN(c5ncccn5)CC4)ncc3C2)cc1` gave GLS inhibitor -1%, JMJD2A Tudor 45µM*, HP1b chromo inh -32%, PI4K2A inh 1, Pin1 inh 19%, G9a inh inconclusive, POLH inh -9%, BAZ2B block 50µM* and PGK inhibitor -3%.
`COc1ccc(-n2c(SCC(=O)N3CCOCC3)nc3ccccc3c2=O)cc1` gave GLS inhibitor 3%, JMJD2A Tudor -17%, HP1b chromo inh 15%, PI4K2A inh 0, Pin1 inh -10%, G9a inh 7%, POLH inh -17%, BAZ2B block -14% and PGK inhibitor -8%.
For CCNS(=O)(=O)c1ccc(CCC(N)=O)cc1 the results were GLS inhibitor 5%, JMJD2A Tudor -9%, HP1b chromo inh 15%, PI4K2A inh -5, Pin1 inh 4%, G9a inh 2%, POLH inh -12%, BAZ2B block -4% and PGK inhibitor 3%.
O=c1c2ccccc2c(-c2ccc(Cl)cc2)nn1-c1ccccc1 was read as GLS inhibitor -12%, JMJD2A Tudor 8%, HP1b chromo inh 61%[activator], PI4K2A inh 0, Pin1 inh 1%, G9a inh -27%[12.7 µM], POLH inh -3%, BAZ2B block 14% and PGK inhibitor -6%.
Screening O=C(CN1C(=O)CSC1=O)Nc1ccccc1F returned GLS inhibitor -1%, JMJD2A Tudor -21%, HP1b chromo inh 23%, PI4K2A inh -2, Pin1 inh 0%, G9a inh -26%[59 µM], POLH inh 7%, BAZ2B block 0% and PGK inhibitor -8%.
Screening CCS(=O)(=O)N1CCc2cc(C(=O)NCc3ccccc3Cl)ccc21 returned GLS inhibitor -9%, JMJD2A Tudor inconclusive, HP1b chromo inh -2%, PI4K2A inh 0, Pin1 inh 0%, G9a inh inconclusive, POLH inh 0%, BAZ2B block -33% and PGK inhibitor 0%.
Screening CCOC(=O)[C@@H]1[C@H]2COc3cc(OC)ccc3[C@@H]2N2C(=O)N(c3ccc(C)cc3)C(=O)[C@@]12C returned GLS inhibitor 2%, JMJD2A Tudor -15%, HP1b chromo inh 13%, PI4K2A inh 0, Pin1 inh inconclusive, G9a inh -8%, POLH inh -7%, BAZ2B block -30% and PGK inhibitor 3%.
OC[C@H]1O[C@H](OC[C@H]2O[C@H](OC[C@H]3O[C@H](O[C@]4(CO)O[C@H](CO)[C@@H](O)[C@@H]4O)[C@H](O)[C@@H](O)[C@@H]3O)[C@H](O)[C@@H](O)[C@H]2O)[C@H](O)[C@@H](O)[C@H]1O was read as GLS inhibitor -2%, JMJD2A Tudor -19%, HP1b chromo inh 18%, PI4K2A inh 5, Pin1 inh 1%, G9a inh 15%[59 µM], POLH inh -14%, BAZ2B block 11% and PGK inhibitor -7%.
Screening O=[N+]([O-])c1ccccc1/C=C/CN1CCCC(CO)C1 (centres undefined) returned GLS inhibitor 7%, JMJD2A Tudor -16%, HP1b chromo inh 17%, PI4K2A inh -2, Pin1 inh -10%, POLH inh -1%, BAZ2B block 9% and PGK inhibitor inactive.
For CC(C)NC(=O)NC(=O)COC(=O)/C=C/c1ccccc1[N+](=O)[O-] the results were GLS inhibitor 5%, JMJD2A Tudor -14%[11.4 µM], HP1b chromo inh 14%, PI4K2A inh 1, Pin1 inh -3%, G9a inh inconclusive, POLH inh -20%, BAZ2B block -23% and PGK inhibitor 1%.
`CCn1c(/C=C\c2ccccc2C)nc2ccccc2c1=O` gave GLS inhibitor 1%, JMJD2A Tudor 54%[activator], HP1b chromo inh 96%[activator], PI4K2A inh 3, Pin1 inh inconclusive, G9a inh 112%[activator], POLH inh -14%, BAZ2B block 10% and PGK inhibitor 2%.
Screening Cc1ccc(-c2ccc(=O)n(Cc3ccc(F)cc3Cl)n2)cc1 returned GLS inhibitor 1%, JMJD2A Tudor 6%, HP1b chromo inh 18%, PI4K2A inh 5, Pin1 inh -2%, G9a inh 14%, POLH inh -18%, BAZ2B block 19% and PGK inhibitor -9%.
For CCC(=O)Nc1ccc2nc3c(=O)n(C)c(=O)n(C)c3nc2c1 the results were GLS inhibitor 0%, JMJD2A Tudor -6%, HP1b chromo inh 33%, PI4K2A inh -3, Pin1 inh 9%, G9a inh 10%[59 µM], POLH inh -3%, BAZ2B block 0% and PGK inhibitor 2%.
Screening COc1ccc(COC(=O)c2cc(S(=O)(=O)N3CCCCC3)ccc2N2CCOCC2)cc1 returned GLS inhibitor 3%, JMJD2A Tudor -6%, HP1b chromo inh 41%[activator], PI4K2A inh 3, Pin1 inh 24%, G9a inh -3%, POLH inh -18%, BAZ2B block 8% and PGK inhibitor inactive.
`Cc1ccc(-n2cc(CN3CCNC(=O)CC3)c(-c3ccc(F)cc3)n2)cc1` gave GLS inhibitor 1%, JMJD2A Tudor -11%, HP1b chromo inh 4%, PI4K2A inh 0, Pin1 inh 3%, G9a inh -38%, POLH inh -17%, BAZ2B block -22% and PGK inhibitor -9%.
Screening CC1CN(C(=S)Nc2ccccc2)N(c2ccccc2)C1 (centres undefined) returned GLS inhibitor 6%, JMJD2A Tudor -4%, HP1b chromo inh 63%[activator], PI4K2A inh -4, Pin1 inh -2%, G9a inh 4%, POLH inh -23%, BAZ2B block 6% and PGK inhibitor inactive.
For O=C(O)c1ccc(S(=O)(=O)c2ccc3c(c2)C(=O)N(NC(=O)c2cccnc2)C3=O)cc1 the results were GLS inhibitor 7%, JMJD2A Tudor 1%, HP1b chromo inh 30%, PI4K2A inh 3, Pin1 inh -12%, G9a inh 17%, POLH inh -7%, BAZ2B block -29% and PGK inhibitor inactive.
`Cc1nn(-c2ccccc2)c(C)c1NC(=O)COc1ccc(F)cc1Cl` gave GLS inhibitor 4%, JMJD2A Tudor -10%, HP1b chromo inh 17%, PI4K2A inh -6, Pin1 inh 0%, G9a inh -9%[59 µM], POLH inh -9%, BAZ2B block -5% and PGK inhibitor -3%.

Source: PubChem
